Screening data as filed in PubChem.
p-CIP stab down: p/CIP protein destabilization | Q05BA5 | F442A p/CIP-EGFP cells, EGFP fluorescence, 16 h | decrease of EGFP signal, % at 10 µM | 0.01% of 290,000 active | AID 1984;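 active = EGFP signal decrease of at least 30% at 10 µM or well 3 SD below plate mean, unless failing retest; inactive = the rest, including hits failing retest or dose response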; also: some compounds called inactive have numbers as strong as hits; many of its hits are not listed in these tables
VIM-2 inh: blocks Pseudomonas aeruginosa VIM-2 metallo-beta-lactamase | purified VIM-2, nitrocefin hydrolysis, epi-absorbance fluorescence | 0.89% of 290,000 active | AID 1527 | inhibition, % at 5.6 µM;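 active = inhibition above the mean of all tested compounds plus 3 SD, cutoff set per screening run, cut at about 7.5% in these data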;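 also: red hydrolysis product quenches plate fluorescence so inhibitors raise well fluorescence; 0% = enzyme with DMSO and 100% = DMSO without enzyme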
GPR7 antagonist: blocks human GPR7 receptor signaling | P48145 | GPR7-expressing cells, fluorescence antagonist assay | inhibition, % at 4.4 µM | 1.1% of 290,000 active; in the data active = inhibition above about 16%, passing the limit was not always enough;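 also: cells stimulated with the agonist NPW; 0% = agonist with vehicle and 100% = vehicle without agonist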
IDE cell inh: inhibitors of human insulin-degrading enzyme in cells. P14735. HEK cells, FAbetaB cleavage, fluorescence polarization. inhibition, % at 5.59 µM. 0.41% of 320,000 active. AID 434962;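 active = percent inhibition above the average of all tested compounds plus 3 SD, set per screening campaign, cut at about 16% in these data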;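 also: IDE supplied by intact live HEK cells; FP after avidin binding of uncleaved biotin substrate so inhibition keeps polarization high; 0% = DMSO wells and 100% = 60 µM reference IDE inhibitor Ii1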
Target sequence (P14735 whole entry, looked up): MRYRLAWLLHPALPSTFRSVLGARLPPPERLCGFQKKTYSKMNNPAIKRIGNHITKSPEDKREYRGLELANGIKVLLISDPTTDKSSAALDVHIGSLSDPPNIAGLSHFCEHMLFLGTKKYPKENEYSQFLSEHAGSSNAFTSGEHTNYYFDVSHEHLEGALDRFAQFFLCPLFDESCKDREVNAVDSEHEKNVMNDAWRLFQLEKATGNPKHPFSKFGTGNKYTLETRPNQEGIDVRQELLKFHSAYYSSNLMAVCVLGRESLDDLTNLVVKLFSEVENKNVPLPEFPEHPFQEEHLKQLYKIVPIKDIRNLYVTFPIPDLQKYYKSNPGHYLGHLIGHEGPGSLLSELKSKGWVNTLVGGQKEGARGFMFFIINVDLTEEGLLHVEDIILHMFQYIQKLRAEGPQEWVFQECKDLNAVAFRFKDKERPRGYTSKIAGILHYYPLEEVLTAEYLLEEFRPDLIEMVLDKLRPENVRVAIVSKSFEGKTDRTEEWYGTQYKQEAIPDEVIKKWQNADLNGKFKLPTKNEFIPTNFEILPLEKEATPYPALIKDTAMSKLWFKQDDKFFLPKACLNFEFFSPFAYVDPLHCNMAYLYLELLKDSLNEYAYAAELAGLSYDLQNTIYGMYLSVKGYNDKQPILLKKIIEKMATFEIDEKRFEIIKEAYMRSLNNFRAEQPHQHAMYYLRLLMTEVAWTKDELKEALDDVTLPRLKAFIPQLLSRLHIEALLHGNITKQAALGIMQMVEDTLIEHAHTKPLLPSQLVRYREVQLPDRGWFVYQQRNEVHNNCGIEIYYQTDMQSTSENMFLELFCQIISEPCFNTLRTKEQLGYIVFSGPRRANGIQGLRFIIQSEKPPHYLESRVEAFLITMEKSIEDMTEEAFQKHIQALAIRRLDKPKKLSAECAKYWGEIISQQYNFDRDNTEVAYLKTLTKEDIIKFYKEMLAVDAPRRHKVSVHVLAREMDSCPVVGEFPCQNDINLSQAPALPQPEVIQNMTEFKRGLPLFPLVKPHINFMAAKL
NALP1 inh: blocks the NALP1 inflammasome reconstituted in yeast; 0.61% of 280,000 active; S. cerevisiae NALP1/ASC/caspase-1 growth, X-gal OD620, 72 h; AID 2071; inhibition, % at 10 µM; in the data active = inhibition mostly above about 24%, no sharp cut-off; inactive = mostly below about 32%; also: some compounds called inactive have numbers as strong as hits
IMP-1 inh: inhibitors of Pseudomonas aeruginosa IMP-1 metallo-beta-lactamase | purified IMP-1, nitrocefin hydrolysis, epi-absorbance fluorescence | inhibition, % at 5.6 µM | 0.45% of 290,000 active | AID 1556;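 active = inhibition above the mean plus 3 SD of all compounds in the same screening run, cut at about 4.5% in these data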;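 also: 0% = IMP-1 with DMSO and 100% = DMSO wells lacking enzyme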
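assay system = purified recombinant IMP-1 metallo-beta-lactamase enzyme | schedule = 15 min preincubation plus 25 min reaction at 25 °C | signal = Epi-absorbance fluorescence, 480 nm excitation, 530 nm emission | read-out basis = percent inhibition from optical density relative to buffer-blank wells | controls = IMP-1 with DMSO as 0%, enzyme-free DMSO as 100%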
PfM18AAP inh: PfM18AAP enzyme inhibition; inhibition, % at 7.35 µM; recombinant PfM18AAP, H-Glu-NHMec fluorogenic cleavage; 1.2% of 290,000 active;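 active = inhibition above the campaign mean inhibition over all tested compounds plus 3 SD, cut at about 28% in these data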;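 also: 0% = plate median of test compound wells and 100% = 2 mM ZnCl2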
IDE cell activ: IDE (human) activation, cell-based. P14735. HEK cells, FAbeta-B cleavage, fluorescence polarization; 0% vehicle, 100% cell-free pure enzyme wells. activation, % at 5.96 µM. 0.073% of 340,000 active. AID 493087;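 active = activation above the mean of all tested compounds plus 3 SD, set per screening campaign, cut at about 17% in these data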
PHOSPHO1 inh: blocks human PHOSPHO1 phosphatase activity. Q8TCT1. recombinant PHOSPHO1, absorbance phosphatase assay. inhibition, % at 13.3 µM. 1.1% of 290,000 active; in the data active = inhibition above about 60%
Starred values were filed as active, the others as inactive; / = not tested or not shown.

SMILES	p-CIP stab down	VIM-2 inh	GPR7 antagonist	IDE cell inh	NALP1 inh	IMP-1 inh	PfM18AAP inh	IDE cell activ	PHOSPHO1 inh
Cn1cnnc1SCC(=O)N(Cc1ccc2c(c1)OCO2)C1(C(=O)NC2CCCCC2)CCCC1	0.8	-3.6	-0.1	0.7	2.2	-2.7	8.5	-3.3	1.4
Cc1cc2oc(=O)cc(C)c2cc1NC(=O)CCl	-2.6	0.0	6.5	3.9	18.9	-1.1	-7.1	/	34.2
O=[N+]([O-])c1cc(/C=N/O)ccc1Sc1ccccc1	-18.2	-4.5	8.9	8.3	19.8	-2.9	2.7	1.6	13.9
CCN(CC)S(=O)(=O)c1ccc(N2CCOCC2)c(NC(=O)c2cc(C)cc(C)c2)c1	-0.7	-2.7	0.8	4.3	28.1	-5.6	1.2	6.5	1.6
CC(=O)Nc1nnc(-c2ccccn2)o1	-10.4	-1.4	-6.5	1.2	10.7	-2.4	-7.7	0.9	-14.7
Cn1c(Cn2nnc3ccccc32)nnc1SCC(=O)NCc1ccc2c(c1)OCO2	-0.3	-2.3	-5.4	/	-3.7	-2.8	-1.7	1.6	3.6
CCCN1C(=S)c2ccccc2C1c1ccccc1 (configuration not stated)	5.4	-3.4	-27.5	3.8	7.1	-2.7	2.1	3.3	-10.7
CC(C)C(NS(=O)(=O)c1cccs1)C(=O)NCCCN1CCCCCC1 (configuration not stated)	-3.2	-2.1	3.3	-0.8	13.6	-0.8	-8.3	4.2	20.3
COc1cc2cc(CN(Cc3cccs3)C(=S)Nc3ccc(C)cc3)c(=O)[nH]c2cc1OC	-6.2	-1.2	4.2	1.0	3.2	0.4	-1.6	-0.1	3.1
COc1ccccc1CCc1nnc(CCC(=O)NCC2CCCO2)o1 (configuration not stated)	-17.4	-0.5	-11.4	1.5	11.6	-2.2	-11.2	4.3	29.3
S=c1[nH]nc(COc2ccccc2)n1/N=C/C=C/c1ccco1	2.9	-1.9	-10.1	11.5	15.6	-2.0	25.3	/	23.7
O=C(CCCn1c(SCC(=O)Nc2ccccc2Cl)nc2ccccc2c1=O)NCC1CCCO1 (configuration not stated)	-24.2	-0.8	-0.6	3.7	21.2	-0.3	-1.4	8.1	17.4
COC(=O)C1=C(C)OC(N)=C(C#N)C1c1ccc(OC)c(OC)c1OC (configuration not stated)	-2.0	-2.7	10.2	4.4	-4.8	-2.2	0.8	4.9	-6.7
CS(=O)(=O)c1ccccc1C(=O)NCCC(c1ccccc1)c1ccccc1	7.0	-3.0	-8.1	1.5	-9.2	-2.1	8.5	3.7	26.1
O=S(=O)(Nc1ccc(Cc2ccncc2)cc1)N1CCCC1	6.1	-0.2	-5.8	0.3	26.3	-5.2	-11.3	-4.2	7.1
COc1ccc(CCNC(=O)c2c(C)nn(CC(C)C)c2Cl)cc1	-6.6	0.4	-1.3	-2.4	33.4	0.1	-11.4	5.1	47.6
COc1ccc(CNC(=O)[C@H](C)[C@@H]2C[C@@]2(C)[C@@H](NC(=O)OCc2ccccc2)c2ccccc2)cc1OC	-11.1	-1.7	-5.2	2.0	19.7	-3.1	-3.0	/	-6.3
CC1(C)CC(=O)C(=C2SCCCS2)C(=O)C1	8.2	-3.1	-8.4	0.0	23.8	-1.3	-1.4	-0.1	6.9
COC(=O)C1CC(=O)N(CCc2c[nH]c3ccccc23)C1 (configuration not stated)	-0.9	-3.5	-3.1	0.3	36.1	-1.1	-0.3	-0.2	7.8
CCCNC(=O)C(NS(=O)(=O)c1ccc2c(c1)c(=O)n(C)c(=O)n2C)c1ccccc1 (configuration not stated)	-18.1	-3.4	-12.4	-4.8	-33.0	-4.8	2.9	-4.5	-0.1
COc1cc(/C=N/NC(=O)c2cccnc2)ccc1OCC(=O)Nc1c(C)cc(C)cc1C	-3.3	-1.3	0.3	-2.0	26.1	-1.8	-6.8	-3.0	7.9
O=C(NC1CCCCC1)c1cc2nc(-c3ccco3)cc(C(F)(F)F)n2n1	-7.4	-2.4	2.8	/	17.6	-5.7	-4.3	-5.1	-5.7
O=C(Nc1ccccc1C(=O)O)c1ccc(NC(=O)c2ccc(Br)o2)cc1	-3.4	-1.3	-15.3	9.6	14.5	-2.3	9.2	-4.6	-4.9
O=C(NCc1ccc(F)cc1)C(c1ccco1)N(C(=O)c1csnn1)C1CC1 (configuration not stated)	2.2	-1.9	-2.3	-5.0	-0.6	-3.9	5.3	1.7	20.0
O=C(Cn1cnc2ccccc21)N/N=C/c1ccccn1	-10.8	0.9	24.3	5.8	-16.6	-1.4	1.3	-1.5	31.5
NC(=O)c1cccnc1Sc1ccc(Cl)cc1	0.4	3.6	-0.8	0.9	17.5	-0.8	8.5	0.0	-9.0
O=C(CCN1N=C(c2ccccc2)CCC1=O)NCCCN1CCOCC1	2.4	-1.7	-9.1	6.7	-18.0	-2.0	-1.7	6.2	-3.7
CC(c1cccnc1)N(CCN(C)C)C(=O)Nc1ccc(Cl)cc1 (configuration not stated)	-2.6	-2.9	-14.4	2.8	20.2	-2.2	0.5	-0.8	-13.3
CSCCNCc1cn(-c2ccc(F)cc2F)nc1-c1ccccc1C	-2.8	-0.3	-8.0	2.8	6.7	-2.1	1.8	5.0	1.2
S=C(Nc1ccc(Oc2ccccc2)cc1)Nc1cccnc1	2.6	-2.0	-6.3	-5.7	9.9	0.7	3.6	-3.5	-23.5

Gathered by group, the entries above with two or more sulfur atoms.
SMILES	p-CIP stab down	VIM-2 inh	GPR7 antagonist	IDE cell inh	NALP1 inh	IMP-1 inh	PfM18AAP inh	IDE cell activ	PHOSPHO1 inh
CC(C)C(NS(=O)(=O)c1cccs1)C(=O)NCCCN1CCCCCC1 (configuration not stated)	-3.2	-2.1	3.3	-0.8	13.6	-0.8	-8.3	4.2	20.3
COc1cc2cc(CN(Cc3cccs3)C(=S)Nc3ccc(C)cc3)c(=O)[nH]c2cc1OC	-6.2	-1.2	4.2	1.0	3.2	0.4	-1.6	-0.1	3.1
CC1(C)CC(=O)C(=C2SCCCS2)C(=O)C1	8.2	-3.1	-8.4	0.0	23.8	-1.3	-1.4	-0.1	6.9

Continued.
SMILES	p-CIP stab down	VIM-2 inh	GPR7 antagonist	IDE cell inh	NALP1 inh	IMP-1 inh	PfM18AAP inh	IDE cell activ	PHOSPHO1 inh
O=C(Nc1ccccc1)C1=C[C@H](c2csc3ccccc23)C[C@H](OCCCCO)O1	-9.2	-1.7	5.9	-0.9	-0.4	-0.4	1.8	4.1	13.5
CCC(C)C(NC(=O)c1ccccc1NC(=O)c1ccco1)C(=O)NNC(=O)c1ccc(OC)cc1 (configuration not stated)	5.9	-2.3	-1.6	0.1	27.0	-1.7	-1.2	8.7	4.9
COc1ccc(-n2nnnc2SCC(=O)Nc2nc3c(s2)CCCC3)cc1	-21.5	-1.8	-4.9	5.3	1.4	-1.3	-4.7	4.0	29.2
COc1ccccc1C(=O)NCCN1CCN(c2ccccc2)CC1	1.5	-1.0	-14.9	2.8	0.3	-1.9	2.2	-3.6	-2.0
Nc1ncc(Br)cc1S(=O)(=O)NCCC(=O)Nc1cccc(Cl)c1	-4.6	-4.0	9.0	3.4	-2.9	-3.2	5.5	4.4	-1.4
O=C1O/C(=C\c2ccccc2)c2ccccc21	-7.6	-1.3	0.4	-1.6	36.5	-3.5	-14.3	2.2	-5.8
N#CCC(=O)c1ccccc1Oc1ccc(Cl)cc1	-11.8	-2.8	-11.4	-2.7	-11.2	-1.9	5.6	-5.0	-17.1
O=C1NC(CCc2ccccc2)C(=O)N1CCOc1cccc(Br)c1 (configuration not stated)	16.1	-2.2	-4.5	3.2	-2.6	-1.8	-0.4	-1.3	8.8
O=C(Nc1ccccc1N1CCN(C(=O)c2ccc(Cl)cc2)CC1)c1ccc2c(c1)OCO2	-11.3	-1.4	-13.6	-1.9	8.0	-2.4	-0.3	0.9	5.5
Cc1ccc(S(=O)(=O)N(CC(=O)NCCC2=CCCCC2)Cc2ccccc2)cc1	2.9	-0.3	-2.9	-0.8	8.5	-4.8	-0.5	8.4	35.4
CCN1CCN(C(=O)c2ccc(N3CC4CC(C3)c3cccc(=O)n3C4)c(NC(=O)c3cc(OC)cc(OC)c3)c2)CC1 (configuration not stated)	6.7	-2.0	-19.2	1.6	-0.3	-1.2	1.9	3.3	32.4
Cc1ccc(S(=O)(=O)NC(=O)COc2ccc(Cl)cc2Cl)cc1	-1.7	-0.9	-11.8	3.4	25.0	-0.8	-5.5	5.8	26.3
Cc1ccc(NC(=O)CN2C(=O)S/C(=C\c3cc(Cl)c(OCC(=O)O)c(Cl)c3)C2=O)cc1	-7.2	-1.3	-9.4	2.0	8.6	-1.1	11.1	-2.0	-31.7
Cc1ccc(S(=O)(=O)Nc2nc3ccccc3nc2N2CCc3ccccc3C2)cc1	5.7	-1.9	-12.8	2.6	10.9	-1.5	8.5	2.4	10.5
O=C(O)C1CCN(S(=O)(=O)c2cccc3nonc23)CC1	10.1	-0.4	-6.3	2.7	26.3	-2.4	5.6	3.8	29.8
COc1c2occc2c(OC(C)=O)c2c(=O)cc(C)oc12	-4.9	0.4	8.6	8.3	2.1	-2.1	9.6	2.8	23.3
Cn1nc(-c2ccc(Cl)cc2)c2cc(C(=O)NC3CC3)sc21	6.2	-1.1	-3.7	-0.9	2.5	-2.3	-3.1	-2.7	-15.4
COc1ccc(N2CCN(C(=O)NC34CC5CC(CC(C5)C3)C4)CC2)cc1	-7.6	-2.3	-5.0	0.4	2.2	-1.6	-5.7	3.7	29.9
Cc1ccc(SCC(=O)c2cc(C)c(OC(=S)N(C)C)c(C)c2)cc1	-1.2	-4.9	-9.4	-1.1	-7.5	-3.5	-2.6	-3.7	-2.7
COc1ccccc1Nc1nnc(C)c(=O)[nH]1	0.6	-1.7	7.9	2.0	6.5	-0.1	9.9	2.5	21.0
COc1ccccc1-n1c(CCC(=O)O)ccc1-c1ccccc1	-2.9	-0.8	-17.0	-1.4	-27.2	-1.6	16.2	4.3	/
CCc1ccc2n(-c3ccc(OC)cc3)c([S-])c(C(=O)Nc3cc(C)cc(C)c3)[n+]2c1	-18.2	1.9	-6.6	-0.5	/	-1.4	-14.5	7.0	6.5
CCc1ccc(-c2nc(C)c(CCO)c(=O)[nH]2)cc1	6.3	-3.3	-4.8	-2.1	4.0	-1.3	5.2	7.8	44.0
N[C@@H](CO)c1cn([C@@H](Cc2cc3ccccc3[nH]2)C(=O)N2CCNCC2)nn1	-2.3	/	/	-1.7	-24.1	/	/	3.0	39.7
CN(C)c1ccc(/C=C(\C#N)c2ccccn2)cc1	-8.0	2.0	30.0*	8.5	44.4	1.4	5.3	-10.6	0.3
CCCN(CCC)S(=O)(=O)c1ccc(C(=O)Nc2nnc(COC)o2)cc1	8.3	0.7	-3.2	1.0	-24.7	-0.7	-7.8	-3.7	23.3
Cc1cccc(NC(=S)N2CCCCCC2)c1	3.0	-2.5	9.8	-3.2	1.6	-1.1	1.8	-2.5	0.8
Cn1c(=O)[nH]c(=O)c2c1nc(N1CCN(C(c3ccccc3)c3ccccc3)CC1)n2CCO	-44.1	-1.2	10.4	/	8.8	-1.4	-6.9	3.0	39.4
CC(=O)c1cc(NC(=O)c2ccccc2)c(=O)oc1/C=C/N(C)C	-63.6	-2.5	-8.4	16.3*	4.2	-1.1	8.9	-23.1	37.9
COCCn1c(=S)[nH]c2cc(C(=O)N3CCN(c4cccc(Cl)c4)CC3)ccc2c1=O	5.1	-1.5	-7.4	-2.1	1.4	-1.3	13.3	0.0	42.6
